# Screens: PubChem, National Center for Advancing Translational Sciences (NCATS)
# aGal spleen mod = inhibits or activates alpha-galactosidase in human spleen homogenate | Potency, µM (doses to about 80 µM), without a hit: top-dose activity change, negative = inhibition, actives largely listed as inhibitors | human spleen homogenate, 4MU-alpha-Gal fluorescence, 40 min | 240,000 tested, 0.008% active | P06280;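 note: 0% = enzyme with vehicle and -100% = no enzyme basal signal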
# Target sequence (P06280 32-429 limits assumed): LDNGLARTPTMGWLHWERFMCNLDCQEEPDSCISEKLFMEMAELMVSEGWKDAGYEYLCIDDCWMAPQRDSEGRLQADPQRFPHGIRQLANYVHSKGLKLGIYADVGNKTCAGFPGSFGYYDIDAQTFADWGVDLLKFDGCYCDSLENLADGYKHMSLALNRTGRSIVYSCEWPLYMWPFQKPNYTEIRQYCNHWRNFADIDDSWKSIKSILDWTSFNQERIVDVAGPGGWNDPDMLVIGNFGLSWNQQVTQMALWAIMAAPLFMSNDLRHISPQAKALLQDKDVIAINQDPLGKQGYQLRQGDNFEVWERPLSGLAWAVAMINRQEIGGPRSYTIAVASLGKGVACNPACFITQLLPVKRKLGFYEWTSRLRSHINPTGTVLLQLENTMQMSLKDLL
#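 Inhibition or activation of alpha-galactosidase in human spleen homogenate is scored by 4-MU fluorescence after 40 min at 37C, pH 5.0, with 1 mM substrate. AC50s come from concentration-response fitted to the Hill equation.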
# GAA inhib = alpha-glucosidase (human) inhibition | AID 1466 | 200,000 tested, 0.005% active | P10253 | purified human GAA, 4-MU-alpha-glucoside fluorescence | Potency, µM (titrated, usually from 76.9 µM), for inactives: top-dose activity change, negative = inhibition, usual class: inhibitors;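 note: plate controls were uninhibited enzyme wells for no effect and no-enzyme background for full effect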
#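 Fluorescence at Ex 365/Em 440 nm from 4-methylumbelliferone reported enzyme activity after 20 min at room temperature. Reactions used 4 nM enzyme and 400 uM substrate at pH 5.0; curves fitted with the Hill equation.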
# Tau fibril ThT = inhibitors of human tau fibril formation, thioflavin T binding | P10636 | recombinant tau K18 P301L, heparin-induced fibrillization, ThT fluorescence | Potency, µM (series often up to 57.4 µM), without a hit: at the top dose activity, negative = inhibition, usual class: inhibitors | 270,000 tested, 2.1% active | AID 1460; note: % is set by controls: 0 for no effect and ±100 for the full control effect; nearly all actives have a fitted effect of over 55% in size
# Target sequence (P10636 561-689 P618L limits assumed): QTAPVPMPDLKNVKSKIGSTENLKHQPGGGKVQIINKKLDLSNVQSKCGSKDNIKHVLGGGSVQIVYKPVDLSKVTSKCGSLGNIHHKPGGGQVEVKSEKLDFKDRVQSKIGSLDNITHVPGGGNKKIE
#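 K18 P301L tau (15 uM + 0.24 uM Alexa 594-tagged), heparin 20 uM, NaOAc pH 7, 6 h 37 C; ThT 30 uM, 1 h RT, ex 450/em 510 nm.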
# Tau fluor cs = counter-screen for tau fibril formation inhibitors; Potency, µM (highest dose often 57.7 µM), for the others: top-dose activity change, negative = decrease; AID 1463; 280,000 tested, 0.93% active; tau K18 P301L Alexa594 fluorescence, heparin fibrillization; note: % is set by controls: 0 for no effect and ±100 for the full control effect; nearly all actives have a fitted effect of over 55% in size
#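 Human tau K18 P301L (15 uM unlabeled, 0.24 uM Alexa 594-labeled) in 100 mM sodium acetate pH 7 with 20 uM heparin, 6 hr at 37 C. ThT 30 uM added, 1 hr ambient; Alexa 594 FP and total fluorescence read at 555/632 nm.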
# GAA glycogen mod = alters human alpha-glucosidase cleavage of glycogen. P10253. recombinant GAA, glycogen substrate, Amplex Red glucose oxidase fluorescence. Potency, µM (titrated, usually from 76.4 µM), inactives show at the top dose activity change, negative = inhibition, actives largely listed as inhibitors. 300,000 tested, 0.38% active. AID 2100;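 note: 0% = full enzyme reaction and -100% = no-enzyme basal signal; the screen sought inhibitors and activators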
#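 Recombinant human alpha-glucosidase (4 nM final) hydrolysed bovine liver glycogen (30 ug) for 40 min at 37 C in pH 5.0 citrate/phosphate with 0.01% Tween-20. Released glucose detected by glucose oxidase/Amplex Red, Ex 573/Em 610 nm. Compounds up to 77 uM; AC50 from Hill fits.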
# Tau FP inhib = blocks human tau fibril formation measured by polarization; P10636; 280,000 tested, 0.39% active; K18 P301L tau heparin fibrillization, Alexa594 FP, 6 h; Potency, µM (titrated, usually from 57.7 µM), for inactives: at the highest dose activity, negative = inhibition, most hits filed as inhibitors; note: % is set by controls: 0 for no effect and ±100 for the full control effect; nearly all actives have a fitted effect of over 55% in size
#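 Human tau K18 […] P301L fragment, 15 uM unlabeled plus 0.24 uM Alexa 594-labeled tau (final), with compound and 20 uM heparin in 100 mM sodium acetate pH 7; 6 hr at 37 C, then Alexa 594 FP read.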
# GAA spleen mod = lysosomal alpha-glucosidase (human) modulation; P10253; human spleen homogenate, 4-MU-alpha-glucoside fluorescence; Potency, µM (series often up to 79.9 µM), inactives show at the top dose activity change, negative = inhibition, hits mostly inhibitors; 240,000 tested, 0.006% active; AID 2112;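 note: 0% = enzyme with vehicle and -100% = no enzyme basal signal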
#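 Human spleen homogenate (1 ug) incubated with compounds and 1 mM 4-methylumbelliferyl-alpha-D-glucopyranoside in pH 5.0 citrate/phosphate buffer, 37 C, 40 min. Stopped at pH 10; 4-MU fluorescence (Ex 365/Em 440 nm); AC50 by Hill fit.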
# HTT ATP protect = cytoprotection in Huntington HTT-Q103 PC12 cell model | PC12 HTT-Q103 induced, cytoprotection, ATP luminescence, 40 h | Potency, µM (top dose mostly 56.4 µM), inactives show cytoprotection (ATP increase), most hits filed as activators | 230,000 tested, 0.14% active | AID 1471;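 note: % of control where 0% means no effect; nearly all actives have a fitted effect of over 45% in size; toxic huntingtin expression switched on by the ecdysone agonist tebufenozide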
#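 Huntington model: PC12 line, ecdysone-inducible HTTQ103 exon1–GFP, tebufenozide 100 nM. Test articles in a dose series. Endpoint luminescence from cellular ATP.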
# An asterisk follows results filed as active; ? = inconclusive; / = not tested or not shown; & = joins results of further samples; [ ] = dose if it differs, or a comment. Calls come from the whole dose curve; as a rule, active = well fitted curve in the direction sought with a large enough effect; inconclusive = small, poorly fitted or top-dose-only effect, or another doubt; inactive = no such curve, though single readings can be large; an effect the other way counts as inactive or inconclusive. Potency is the fitted concentration of half-maximal effect.
molecule,aGal spleen mod,GAA inhib,Tau fibril ThT,Tau fluor cs,GAA glycogen mod,Tau FP inhib,GAA spleen mod,HTT ATP protect
COc1ccc(NC(=O)N2CCC(CN3CCCC3)CC2)c(OC)c1,/,/,-4%,-1%,11%[76.3 µM],1%,/,/
CCSCCOC(=O)C1=C(C)NC(=O)NC1c1ccccc1 (stereo not drawn),-5%,-2%,-13%,-18%,6%,-9%,1%,-26%
COc1cc(C(c2c(C)[nH][nH]c2=O)c2c(C)[nH][nH]c2=O)cc(OC)c1OC,-5%,/,?,-8%,-9%,-20%,-5%,-12%[10 µM]
CC(C)(C)c1csc(NNC(=O)c2ccc(Cl)cc2)n1,-3%,/,/,-13%,-8%,-3%,-8%,14%[10 µM]
CCCCc1c(C)[nH]c(=S)[nH]c1=O,5%,/,2%,0%,-6%,-4%,9%,0%[10 µM]
CCOc1ccc(NC(=O)NCc2cccnc2)cc1,-5%,-8%,-14%,-4%,8%,5%,-2%,-33%
O=C(COc1ccccc1F)Nc1ccc(S(=O)(=O)NCc2ccco2)cc1,-20%,-9%,-10%,-15%,1%,-10%,-1%,-12%
Cc1ccc(S(=O)(=O)NNC(=O)CCC(=O)Nc2ccccc2)cc1,2%,1%,-1%,2%,-9%,-3%,-7%,-21%
COc1cc(O)c(C(CCN2CCCC(C)C2)c2ccc3c(c2)OCO3)c(OC)c1 (stereo not drawn),-10%&-4%,/,?,-19%,9%,-2%,-13%&-3%,-16%[10 µM]
COc1ccc(OC)c(CCNC(=O)c2sc3nc4n(c(=O)c3c2C)CCCC4)c1,/,/,-3%,-1%,-5%[76.3 µM],4%,/,/
Cn1nc(C(F)(F)F)c(-c2ccccc2)c1NC(=O)CSCC(=O)O,6%,-1%,-1%,-2%,9%,8%,-3%,7%[10 µM]
CC1CCCN(C(=O)c2ccccc2OC2CCN(S(C)(=O)=O)CC2)C1 (stereo not drawn),-9%,11%,-4%,-2%,24%,5%,-8%,11%[10 µM]
O=C(/C=C/c1ccncc1)c1ccc2c(c1)OCCO2,-6%,13%,?,5%,8%,-4%,-5%,-1%[10 µM]
CC12CN3CC(C)(CN(C1)C3c1ccc3ccccc3c1O)C2=O (stereo not drawn),1%,-5%,?,-14%,-2%,-11%,7%,-3%
O=c1oc(-c2cccs2)nc2sc3c(c12)CCC3,-4%,?,-11%,9%,12%,8%,-8%,-12%
Cc1c(Cl)c(C(=O)NC2CCCC2)nn1C,1%,-1%,-6%,-4%,6%,10%,-5%,-14%[10 µM]
O=C(/C=C/c1ccc(F)cc1)Nc1cc(S(=O)(=O)N2CCOCC2)ccc1N1CCCC1,-7%,2%,-7%,-13%,-6%,7%,-17%,21%[10 µM]
CCCc1nc(SC2CCCC2)c2c(=O)n(C)c(=O)n(C)c2n1,3%,-6%,?,-9%,4%,-9%,-4%,15%[10 µM]
CNc1nc(SCC(=O)OC)nc(N2CCOCC2)n1,0%,0%,20%,10%,12%,-13%,2%,1%[10 µM]
O=C(NC1CCCCCC1)C1CCN(S(=O)(=O)c2ccccc2)CC1,6%,-6%,4%,15%,1%,10%,-3%,-11%[0.074 µM]
O=C(Nc1ccccc1)Nc1cccc(Cl)c1Cl,-18%,1%,-10%,?,7%,?,-4%,9%[10 µM]
CCCCCCc1c(C)nc(-n2[nH]c(C)c(CCO)c2=O)[nH]c1=O,2%,4%,-13%,-4%,-9%,-6%,-4%,-30%
Cc1cccc(-n2c(N)c(C(=O)NCCN3CCOCC3)c3nc4ccccc4nc32)c1,?,?,-12%,-6%,9%,4%,21%,-45%[inhibitor][10 µM]
Cc1cc(C(=O)COC(=O)c2ccc([N+](=O)[O-])o2)c(C)n1CC1CCCO1 (stereo not drawn),-4%,3%,-2%,-3%,7%,5%,0%,-48%[inhibitor]
COC(=O)COc1ccc(S(=O)(=O)Nc2cc(OC)ccc2OC)cc1,-18%,-4%,7%,-2%,17%,1%,1%,8%[0.074 µM]
CCOc1ncccc1C(=O)OCC(=O)c1ccc(C)c(C)c1,-10%,-3%,-16%,-17%,7%,5%,3%,14%[10 µM]
O=C(CC1C(=O)NCCN1Cc1ccc(F)c(F)c1)NCCCn1ccnc1 (stereo not drawn),3%,-2%,-9%,-4%,11%,-4%,0%,-9%[10 µM]
CCCCCCCC(=O)OC(CN1CCCCC1)CN1CCCC1=O (stereo not drawn),0%,?,-13%,-6%,3%,0%,-7%,1%
O=C1NC(=S)/C(=C\c2ccc(-c3ccccc3Cl)o2)S1,3%,-3%,7.9µM*,?,-25%,?,2%,-20%[10 µM]
COc1ccc(NC(=O)C(NC(=O)Cc2cccs2)c2ccccc2)cc1 (stereo not drawn),6%,-4%,10%,11%,8%,?,-2%,-18%[10 µM]

# Two of the compounds above, with each value named:
structure: Cn1nc(C(F)(F)F)c(-c2ccccc2)c1NC(=O)CSCC(=O)O
  aGal spleen mod = 6%
  GAA inhib = -1%
  Tau fibril ThT = -1%
  Tau fluor cs = -2%
  GAA glycogen mod = 9%
  Tau FP inhib = 8%
  GAA spleen mod = -3%
  HTT ATP protect = 7%[10 µM]
structure: CC1CCCN(C(=O)c2ccccc2OC2CCN(S(C)(=O)=O)CC2)C1 (stereo not drawn)
  aGal spleen mod = -9%
  GAA inhib = 11%
  Tau fibril ThT = -4%
  Tau fluor cs = -2%
  GAA glycogen mod = 24%
  Tau FP inhib = 5%
  GAA spleen mod = -8%
  HTT ATP protect = 11%[10 µM]

# Continuation:
molecule,aGal spleen mod,GAA inhib,Tau fibril ThT,Tau fluor cs,GAA glycogen mod,Tau FP inhib,GAA spleen mod,HTT ATP protect
Cc1ccc(NC(=O)/C(C#N)=C/c2ccc(-c3ccc(Cl)c(C(=O)O)c3)o2)cc1C,/,/,4.5µM*,-2%,-8%[76.3 µM],-2%,/,/
COC(=O)c1cc(S(=O)(=O)NCC2CCN(Cc3ccc(F)cc3)CC2)c[nH]1,/,/,-1%,-6%,-6%[76.3 µM],-6%,/,/
O=C(NCCCc1ccccc1)c1ccccc1O,-30%,3%,-16%,?,9%,2%,-2%,-12%[10 µM]
CCc1c(C)sc(NC(=O)c2cc(-c3ccco3)on2)c1C#N,-1%,-4%,-17%,-14%,-5%,-4%,0%,-19%
O=C1C2C3C=CC(C3)C2C(=O)N1c1ccc(S(=O)(=O)Nc2nccs2)cc1 (stereo not drawn),2%,/,-4%,-6%,2%,-8%,-13%,24%[10 µM]
CC1=CC(C)(C)N(S(=O)(=O)c2ccc(C)cc2)c2ccccc21,1%,1%,-22%,-23%,-10%,-1%,0%,-82%[inhibitor]
CC(OC(=O)c1cccc(N2C(=O)c3ccccc3C2=O)c1)C(=O)Nc1ccc(N(C)C)cc1 (stereo not drawn),4%,-3%,?,?,-1%,16%,11%,/
Nn1c(SCc2nc3ccccc3[nH]2)nnc1-c1ccccc1,3%,11%,3%,0%,7%,-2%,0%,-3%
CC1Cc2ccccc2N1CC(=O)NC(=O)NC1CCCC1 (stereo not drawn),-1%,0%,-6%,-17%,-3%,-2%,12%,-3%
CNC(=O)c1ncnnc1N(C)C(=O)NCc1ccccc1,-3%,2%,-6%,-7%,-1%,-12%,1%,0%
CC1=C(OC(=O)c2ccccc2)C(C)(C)C(c2ccccc2)OC1=O (stereo not drawn),14%,1%,-20%,-16%,0%,-5%,-2%,-20%
CCN(CCCNC(=O)c1[nH]c(C)c(C(C)=O)c1C)c1ccccc1,3%,1%,-13%,-22%,-4%,4%,-12%,1%[1.9 µM]
Cc1[nH]nc(N2CCCCC2)c1[N+](=O)[O-],-2%,-1%,-1%,-1%,10%,-2%,-12%,-17%
CCC(c1nnc(SCC(=O)Nc2ccc(Cl)cc2C(F)(F)F)n1C1CCCCC1)N(C)C (stereo not drawn),3%,-7%,-16%,-7%,4%,4%,4%,-14%[10 µM]
CCNC(=O)CCn1nc(-c2ccc(Cl)cc2)c2ccccc2c1=O,3%,1%,-2%,4%,1%,6%,-10%,-13%
CC(=O)O[C@@H]1C[C@H]2C(C)(C)C(=O)C=C[C@]2(C)[C@H]2CC[C@@]3(C)[C@H](c4ccoc4)OC(=O)[C@H]4O[C@]43[C@@]21C,7%,3%[15.4 µM],?,-7%,6%,-1%,5%,/
COc1ccc(NC(=O)C(NS(=O)(=O)c2cccc3nsnc23)C(C)C)cc1OC (stereo not drawn),/,/,-15%,-19%,9%[76.3 µM],5%,/,/
O=C(CSc1nnc(-c2ccco2)o1)NC1CC2CCC1C2 (stereo not drawn),0%,-1%,1%,8%,3%,7%,1%,22%[1.9 µM]
CCOC(=O)c1c(NC(=O)CSc2nnc(CNc3ccc(C)cc3C)o2)sc(C)c1C,11%,-9%,?,?,2%,4%,-24%,33%[10 µM]
Cc1ccc(N2C(=O)c3ccc(C(=O)Nc4cccnc4)cc3C2=O)c(C)c1,-4%,-1%,-13%,-18%,6%,-5%,-17%,-10%
Cc1onc(-c2ccccc2Cl)c1C(=O)c1ccccc1,0%,/,-5%,-13%,4%,-1%,6%,18%[10 µM]
CCc1c(C)nc(SCC(=O)CC(=O)OC(C)C)c(C#N)c1C,-1%,?,-16%,-17%,-8%,-6%,1%,-13%[10 µM]
COc1ccc2[nH]c(=O)c(CN(Cc3cccnc3)C(=S)NCC3CCCO3)cc2c1 (stereo not drawn),11%,?,0%,-3%,-15%,-7%,4%,-8%[10 µM]
COCCNC(=O)CSc1nnc(-c2ccccc2F)n1Cc1ccccc1,-3%,?,-4%,-4%,5%,0%,-3%,12%[10 µM]
C/C(CCC(=O)OC[C@@H]1O[C@H](C#Cc2ccccc2)C=C[C@@H]1Oc1ccc(C)cc1)=N/OC[C@@H](O)[C@H]1O[C@H]2OC(C)(C)O[C@H]2[C@@H]1O,2%[17.5 µM],/,3%[11.5 µM],-3%[11.6 µM],/,-1%[11.6 µM],-5%[17.4 µM],-9%[10 µM]
Cc1ccc(C(=O)/C=C/c2ccc3c(c2)OCO3)o1,3%,-3%,?,-15%,2%,8%,-4%,23%[10 µM]
